# High-throughput results deposited in PubChem by several laboratories.
# MsrA inh: inhibits bovine methionine sulfoxide reductase A. purified bovine MsrA, absorbance read-out. inhibition, % at 15.5 µM. 0.75% of 360,000 active; in the data active = inhibition above about 4.5%;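 also: 0% = vehicle wells with enzyme and 100% = reference inhibitor wells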
# MsrA act: activates bovine MsrA enzyme; purified bovine MsrA, absorbance read-out; activation, % at 10.6 µM; 0.3% of 360,000 active; AID 602163; in the data active = activation above about 7.5%;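 also: 0% = vehicle and 100% = reference activator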
# FAS TE block: FAS thioesterase (human) inhibition; 0.67% of 360,000 active; recombinant FAS-TE, OMFH fluorogenic substrate, fluorescence endpoint; inhibition, % at 15 µM; AID 602261; P49327;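 active = compounds whose normalised, plate-corrected inhibition of enzyme fluorescence in the single-dose primary screen is 50% or more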;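 also: 0% = DMSO with enzyme and 100% = substrate without enzyme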
# Rpn11 block: inhibitors of human proteasome Rpn11; human 26S proteasome, Ub4-pepOG fluorescence polarization; 20S core pre-blocked with epoxomicin; calls only at 20 µM; O00487; 0.59% of 360,000 active; AID 588493;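 active = inhibition at 20 µM, scaled to each plate's controls, above about 33%, limit read from the data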
# Target sequence (O00487 whole entry, looked up): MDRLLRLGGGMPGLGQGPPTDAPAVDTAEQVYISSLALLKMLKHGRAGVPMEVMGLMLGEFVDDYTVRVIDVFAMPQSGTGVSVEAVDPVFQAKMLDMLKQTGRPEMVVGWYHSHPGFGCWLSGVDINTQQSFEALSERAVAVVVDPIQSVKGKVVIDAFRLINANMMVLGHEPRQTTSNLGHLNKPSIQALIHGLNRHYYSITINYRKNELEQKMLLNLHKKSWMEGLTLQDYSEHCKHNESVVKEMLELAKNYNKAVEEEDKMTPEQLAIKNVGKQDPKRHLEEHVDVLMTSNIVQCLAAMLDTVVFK
# MT1-MMP act inh: blocks activation of human MT1-MMP | 0.061% of 360,000 active | GFP/RFP ratio change, % at 20 µM | HT1080 RFP-PRO-GFP cells, GFP/RFP ratio fluorescence, overnight; percent of plate control window, DMSO zero | P50281 | AID 651647;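 active = GFP/RFP ratio change of at least 30% with cell ATP level not reduced by more than half and red fluorescence within 50% of control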; also: strong numbers were not always called active
#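 Assay system: HT1080 RFP-PRO-GFP cells | Dosing: 20 µM single dose, 1% DMSO | Incubation: Cells overnight before dosing, compound overnight, 37 °C, 5% CO2 | Evaluation: GFP/RFP fluorescence ratio | Control set: DMSO-only wells and HT1080 RFP-L50D-GFP cell wells as references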
# E coli Lon inh: E. coli protease La inhibition; purified E. coli Lon protease, fluorescence polarization; inhibition, % at 7.94 µM; AID 602123; P0A9M0; 0.42% of 360,000 active; in the data active = inhibition above about 13%, passing the limit was not always enough;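 also: 0% = enzyme with probe and DMSO and 100% = no enzyme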
# Target sequence (P0A9M0 whole entry, looked up): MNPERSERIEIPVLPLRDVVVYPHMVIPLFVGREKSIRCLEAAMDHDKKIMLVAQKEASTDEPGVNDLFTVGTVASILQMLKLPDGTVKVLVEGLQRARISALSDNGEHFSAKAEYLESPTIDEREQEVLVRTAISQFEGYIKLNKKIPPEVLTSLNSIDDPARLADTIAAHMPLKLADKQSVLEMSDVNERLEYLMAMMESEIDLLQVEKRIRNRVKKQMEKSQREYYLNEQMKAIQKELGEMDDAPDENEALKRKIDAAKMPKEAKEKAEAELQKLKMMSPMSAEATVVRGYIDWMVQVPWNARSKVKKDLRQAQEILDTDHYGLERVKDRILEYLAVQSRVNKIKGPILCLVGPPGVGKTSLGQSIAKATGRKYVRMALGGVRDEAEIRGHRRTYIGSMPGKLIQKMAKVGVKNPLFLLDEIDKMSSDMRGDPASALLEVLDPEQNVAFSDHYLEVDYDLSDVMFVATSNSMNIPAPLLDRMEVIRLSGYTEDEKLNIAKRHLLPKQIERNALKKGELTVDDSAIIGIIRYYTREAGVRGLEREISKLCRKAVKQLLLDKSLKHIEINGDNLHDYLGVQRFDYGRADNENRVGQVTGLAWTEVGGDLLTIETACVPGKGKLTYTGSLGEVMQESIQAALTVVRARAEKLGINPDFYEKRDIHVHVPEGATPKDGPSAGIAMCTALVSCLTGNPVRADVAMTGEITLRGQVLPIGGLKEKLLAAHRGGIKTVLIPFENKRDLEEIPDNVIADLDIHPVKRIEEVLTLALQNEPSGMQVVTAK
# CSN deneddyl inh: inhibitors of human CSN-mediated cullin deneddylation; inhibition, % at 12.5 µM; 0.38% of 360,000 active; Q92905; Purified CSN, SCF-Nedd8-OG deneddylation, fluorescence polarization;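 active = pattern-corrected inhibition above about 35%, with an unprinted fluorescence ratio check between 0.5 and 1.5, limit read from the data, passing the limit was not always enough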;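 also: 0% = enzyme with substrate and 100% = substrate without enzyme; some results filed as inactive read as strong as hits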
#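 Assay system: purified human Csn5 enzyme expressed in HEK293T cells; measure: % inhibition; also added: SCFSkp2-Nedd8OG substrate at 10 nM final; technique: fluorescence polarization; times: reaction 90 min, room temperature; medium: Tris buffer pH 7.5, NaCl, DTT, Tween-20, trehalose, ovalbumin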
# Rin1-Abl PPI inh: blocks binding of human Rin1 to Abl. TR-FRET Rin1/Abl binding, biochemical. 0.4% of 360,000 active. inhibition, % at 7.35 µM. AID 588664; in the data active = inhibition above about 5%, passing the limit was not always enough
# PABP1 MLLE inh: inhibitors of microRNA-mediated deadenylation, human PABP1 MLLE binding; P11940; GST-MLLE / FITC-PAM2 fluorescence polarization; inhibition, % at 20 µM; 0.36% of 360,000 active; AID 588489; in the data active = inhibition above about 35%, passing the limit was not always enough;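 also: plate controls were DMSO wells with GST-MLLE for no effect and wells lacking GST-MLLE protein for full effect; some results filed as inactive read as strong as hits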
# An asterisk follows results filed as active; i = inactive; x = not tested or not shown. Outcome played no part in choosing rows; overall some 3.7% were active at least once.
SMILES,MsrA inh,MsrA act,FAS TE block,Rpn11 block,MT1-MMP act inh,E coli Lon inh,CSN deneddyl inh,Rin1-Abl PPI inh,PABP1 MLLE inh
Cc1ccc(OCC(=O)OCC(=O)NC2CCCC2)cc1C,1.4,0,-2,i,-1,-2,-3,-1,-2
NC(=O)CC(NC(=O)Cc1cccc2ccccc12)c1ccc(NCc2ccccc2)c([N+](=O)[O-])c1 (stereo not given),1.0,1,-2,i,9,7,5,-3,-30
CC(NCc1ccccc1Cl)C(=O)Nc1ccc(C#N)cc1 (stereo not given),0.3,-2,2,i,-2,-1,-7,2,7
CCCCN(CCCC)c1ccc(C(=O)c2ccccc2C(=O)O)c(O)c1,2.9,-14,0,i,2,5,1,-3,6
CCC1CCc2sc(C(=O)N(C)CC(=O)Nc3ccc(N4CCOCC4)cc3)cc2C1 (stereo not given),-0.4,-1,5,i,0,-4,-2,-1,2
COc1ccc(CC(=O)NCc2n[nH]c(=S)n2-c2cccc(Cl)c2)cc1,1.6,4,-1,i,-4,5,1,2,-29
CC(C)(C)OC(=O)N[C@@H](Cc1ccccc1)c1nnc(SCC(N)=O)o1,-1.6,-2,-5,i,4,5,0,-5,0
O=C(Nc1cccnc1Cl)c1cc2ccccc2o1,-0.4,-1,-4,i,-2,0,3,4,-2
c1ccc(CSC2=NCCCN2)cc1,0.8,-1,-4,i,3,-1,-2,1,1
O=C(O)c1cc2c(ccc3ccccc32)o1,0.0,-2,-2,i,-4,1,2,0,-13
COc1ccccc1N1CCN(C(=O)c2cc(-c3cccs3)on2)CC1,1.0,-3,11,i,-1,-1,0,3,-2
COc1ccc(NC(=O)CSc2nc3ccsc3c(=O)n2Cc2ccccn2)c(OC)c1,-0.4,-4,1,i,4,-6,4,-1,21
Cc1nn(CC(=O)NCCc2ccccc2)c(C)c1[N+](=O)[O-],-0.3,-1,-7,i,-2,5,-6,-2,11
CCN(CC(=O)N1CCOCC1)S(=O)(=O)c1ccc(C)cc1,-0.4,0,-11,i,-2,-9,0,1,-12
CCc1nnc(NS(=O)(=O)c2ccc(NCc3ccccc3O)cc2)s1,0.8,-2,-2,i,3,-2,0,2,6
O=S(=O)(Nc1ccncc1Cl)c1cc(Cl)ccc1Cl,-1.5,-4,-7,i,0,-3,-4,-2,-2
Cc1csc(NC(=O)[C@@H](NC(=O)c2ccccc2)C(C)C)n1,-1.1,-2,-8,i,3,-4,-1,-1,-6
CCCc1cc(=O)oc2c(C)c(OCC(=O)Nc3ccccn3)ccc12,0.2,-11,34,i,1,6,7,6,5
COc1ccc(NC(=O)COc2ccc(N(C)S(=O)(=O)c3ccc(C)cc3)cc2)cc1,-0.5,-4,23,i,-1,-4,9,0,6
CC1(C)C(=O)NC(=O)N1Cc1ccccc1,-1.3,-2,-10,i,1,1,-1,4,13
CCn1c(-c2nonc2NC(=O)c2ccccc2)nc2ccccc21,0.5,-1,-2,i,4,5,2,0,-48
COc1ccc(NC(=O)CNC(=O)Cn2c(C)cc3ccccc3c2=O)c(OC)c1,-0.7,-4,-1,i,-1,-4,3,2,2
CCCC(=O)NC(c1ccc2c(c1)OCO2)c1cc(Cl)c2cccnc2c1O (stereo not given),x,-3,-5,i,-25,17,-1,1,11
O=C(COc1ncnc2ccccc12)NC1CCCC1,-0.3,-15,1,i,1,8,-2,6,-11

# Full records from above. Order of screens: MsrA inh, MsrA act, FAS TE block, Rpn11 block, MT1-MMP act inh, E coli Lon inh, CSN deneddyl inh, Rin1-Abl PPI inh, PABP1 MLLE inh
# `CCn1c(-c2nonc2NC(=O)c2ccccc2)nc2ccccc21` in the list: 0.5, -1, -2, i, 4, 5, 2, 0, -48
# `COc1ccc(NC(=O)COc2ccc(N(C)S(=O)(=O)c3ccc(C)cc3)cc2)cc1` in the list: -0.5, -4, 23, i, -1, -4, 9, 0, 6

# (next part)
SMILES,MsrA inh,MsrA act,FAS TE block,Rpn11 block,MT1-MMP act inh,E coli Lon inh,CSN deneddyl inh,Rin1-Abl PPI inh,PABP1 MLLE inh
Cc1cc(=O)n2nc(N3CCCC(C(=O)N4CCc5ccccc54)C3)sc2n1 (stereo not given),x,-6,8,i,8,-4,5,13*,-17
N/C(=N\OC(=O)c1cccc2ccccc12)c1ccccn1,-0.8,-10,0,i,-1,14,2,1,7
C=CCn1c(SCC(=O)Nc2ccccc2C)nnc1-c1ccncc1,0.6,6,-3,i,-2,-9,0,4,5
CCN(CC)c1nc2ccccc2c(N)c1-c1ccccc1,2.2,-7,-12,i,-8,5,-1,-30,1
O=C(O)CCC(=O)Nc1ccc(C(=O)OC2CCCCC2)cc1,0.4,-10,-4,i,5,-3,2,7,-1
CN(C)CCCN1C(=O)c2oc3ccccc3c(=O)c2C1c1cccs1 (stereo not given),-0.1,-4,-9,i,-32,-3,1,4,17
CCC(CC)C(=O)Nc1c2c(nn1-c1ccc(OC)cc1)CS(=O)(=O)C2,x,-3,-6,i,0,2,1,-3,8
Cc1cc(C)[n+](-c2ccc(Oc3ccccc3)c(S(=O)(=O)[O-])c2)[nH]1,-0.2,-5,-7,i,-1,7,0,-2,0
O=C(CCc1ccccc1)Nc1nnc(-c2ccc3c(c2)CCCC3)o1,0.6,-10,-5,i,-4,-8,1,0,-1
CC(=O)N(CCOc1ccccc1)CCOc1ccccc1,-1.4,-1,1,i,-2,-5,-5,0,0
CCOC(=O)CC1=CCc2c1ccc(OC)c2OC,1.4,-2,-2,i,0,11,2,-2,2
COc1ccccc1N(C)S(=O)(=O)c1ccc(Cl)c(C(=O)NCc2cccnc2)c1,0.1,-2,-1,i,3,-16,3,-3,7
N#Cc1ccc(CSc2nnc(NC(=O)C3CC(=O)N(c4ccc5c(c4)OCCO5)C3)s2)cc1 (stereo not given),x,-2,-6,i,8,-2,-2,0,-4
O=C(COc1ccccc1Cl)Nc1ccc(C(=O)O)cc1NC(=O)COc1ccccc1Cl,-0.9,-7,4,i,2,-11,-2,-1,5
CC(C)C(NC(=O)c1ccc(S(=O)(=O)N2CCOCC2)cc1)c1nc2ccccc2[nH]1 (stereo not given),0.5,-3,-5,i,3,9,6,-2,4
COc1ccc(NC(=O)C2CCN(S(=O)(=O)c3cccc4cccnc34)CC2)cc1OC,0.0,0,-4,i,0,1,-1,-1,10
Cc1cc(C)c(NC(=O)CN2C(=O)NC3(CCc4ccccc43)C2=O)c(Cl)c1 (stereo not given),1.7,-3,1,i,4,1,6,3,-12
CN1CCC(N(C)C(=O)c2ccc(Cl)c(S(=O)(=O)N3CCOCC3)c2)CC1,-0.8,-2,-9,i,-4,1,5,1,12
Cc1cc(-n2cnc(-c3cn(C)nc3C)n2)no1,-1.1,-5,-4,i,1,-5,-3,0,1
Fc1ccc(NC(=S)N2CCOCC2)cc1Cl,-0.3,-4,-2,i,-1,7,-2,2,-50
CC(C)CN(C(=O)CC1OC(=O)c2ccccc21)c1c(N)n(Cc2ccccc2)c(=O)[nH]c1=O (stereo not given),-0.5,-6,-4,i,5,-4,4,3,-15
Cc1cccc(CCN2C(Nc3ccccc3)=NC[C@@H]2CC(C)C)c1,0.4,-2,-32,i,-4,-3,-2,1,-9
COc1ccc(Cn2nnnc2C(c2cc3ccc(OC)cc3[nH]c2=O)N2CCC(C)CC2)cc1 (stereo not given),4.3,-4,-9,i,-16,-10,1,-3,12
CCn1c(NN)nc2sc3c(c2c1=O)CCC3,0.1,0,-7,i,3,-1,8,1,-52
CCC[N+]1(CC#CC2(O)CCCCC2)CCOCC1,0.2,1,-5,i,-3,-4,-3,2,-114
CC(C)CC(NC(=O)C(NC(=O)C(Cc1ccc(OCc2ccccc2)cc1)NC(=O)OC(C)(C)C)C(C)C)C(N)=O (stereo not given),-0.9,2,-19,i,4,-3,-13,4,1
O=C(N/N=C/c1cc(Cl)cc([N+](=O)[O-])c1O)C1CC1,-0.9,-3,4,i,-2,0,1,-5,7
COc1ccc(Nc2nnc(SC(C(=O)Nc3cc(C)ccc3C)c3ccccc3)s2)cc1 (stereo not given),0.1,-4,5,i,-6,-4,3,-1,-18
CCN(c1ccccc1)S(=O)(=O)c1ccc(OC)c(NC(=O)C2=NN(c3ccccc3)C(=O)CC2)c1,0.6,-2,29,i,-6,-13,-2,1,1
CC1(C)CC(=O)c2cnc(N3CCc4ccccc43)nc2C1,0.1,-7,21,i,-3,3,1,-8,-9
Cc1ccc(C)c(OCCCCN2CCNCC2)c1C,-0.4,-4,-7,i,1,1,3,2,7
Cc1ccc(S(=O)(=O)NCC(c2ccco2)S(=O)(=O)c2ccccc2)cc1 (stereo not given),-1.1,-2,0,i,0,6,-5,1,-8
COc1ccc([C@@H]2C[C@H]3[C@@H](CN2S(=O)(=O)c2ccccc2)C(=O)C[C@@H](c2cccc4ccccc24)N3S(=O)(=O)c2ccc(C)cc2)cc1,0.9,-5,28,i,1,-8,0,-1,-2
O=C(NCCN1CCC(n2c(=O)[nH]c3ccccc32)CC1)c1ccc(Cl)cc1,-0.3,-2,-6,x,7,-7,-2,x,x
COc1ccc(OC)c(CNC(=O)CCC(=O)N2Cc3ccccc3Oc3ncccc32)c1,-1.2,-3,-4,i,0,-2,-3,-2,14
CCC(CC)c1nnc(NC(=O)C2CCN(C(=O)c3ccco3)CC2)s1,0.3,-3,-1,i,3,-5,0,3,24

# Overlap with the part before: 2 compounds, then new ones.
SMILES,MsrA inh,MsrA act,FAS TE block,Rpn11 block,MT1-MMP act inh,E coli Lon inh,CSN deneddyl inh,Rin1-Abl PPI inh,PABP1 MLLE inh
COc1ccc(OC)c(CNC(=O)CCC(=O)N2Cc3ccccc3Oc3ncccc32)c1,-1.2,-3,-4,i,0,-2,-3,-2,14
CCC(CC)c1nnc(NC(=O)C2CCN(C(=O)c3ccco3)CC2)s1,0.3,-3,-1,i,3,-5,0,3,24
NC(=O)c1ccc(N2CCC(C(N)=O)CC2)c([N+](=O)[O-])c1,0.1,-7,-1,i,4,-10,1,-7,4
COC(=O)N1c2ccccc2CCc2ccccc21,-0.6,1,-1,i,-3,5,5,-1,8
C=CCOc1ccc(/C(O)=C2\C(=O)C(=O)N(CCN(C)C)C2c2cccs2)cc1 (stereo not given),1.3,-8,-6,i,-4,-8,2,-2,1
CC1=C(C(=O)N2CCCCCC2)CC(CC(=O)NCCc2ccccn2)C(=O)N1Cc1ccc(C(C)(C)C)cc1 (stereo not given),0.5,-2,11,x,13,-5,-4,x,x
CCCCC(=O)NNC(=O)N1c2ccccc2Sc2ccccc21,-0.4,-2,-2,i,-4,6,-2,4,3
COC(=O)c1ccc(-c2noc(CN(Cc3ccncc3)CC3CCCO3)n2)cc1 (stereo not given),4.1,-5,0,i,1,-8,-8,3,-17
CC(C)(C)c1[nH]nc2c1C(c1ccncc1)C(C#N)=C(N)O2 (stereo not given),1.1,-2,-6,i,-1,-6,4,2,4
O=C(NCCc1c[nH]c2ccccc12)C(F)(F)C(F)F,0.2,2,-4,i,1,-5,2,0,-8
CCOC(=O)N1CCN(C(=O)CSc2nnc(Cc3ccccc3)o2)CC1,-0.2,0,-7,i,1,2,-2,-2,-3
CCC(C)(C)C1CCc2c(sc(NC(=O)c3ccoc3C)c2C(N)=O)C1 (stereo not given),-0.6,-2,-1,i,1,2,0,-1,13
Cc1[nH]c2ccccc2c1C(=O)CN1C(=O)NC2(CC(C)CC(C)(C)C2)C1=O (stereo not given),-0.6,-3,1,i,-4,1,2,-1,-10
COc1ccccc1OCC(=O)NC1CCSc2ccccc21 (stereo not given),-0.6,-2,2,i,4,-8,-3,-1,-6
